GASC-1 inh: human JMJD2C demethylase inhibition; Q9H3R0; GST-JMJD2C(1-420) H3K9me3 demethylation, DELFIA europium; inhibition, % at 2.35 µM; 330,000 tested, 0.069% active; AID 2099;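 active = more than half of a compound's replicate wells show inhibition beyond 50%, single wells judged on their own value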;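 note: signal counts dimethyl H3K9 product captured on neutravidin plate; 0% = median of DMSO wells and 100% = 0.3 times that DMSO median; strong numbers were not always called active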
LYPLA2 inh: LYPLA2 (human) inhibition in PME1 counter-screen; O95372; recombinant LYPLA2, FP-Rh probe fluorescence polarization; inhibition, % at 5.9 µM; 320,000 tested, 0.38% active; AID 2177;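 active = inhibition above the screen-wide mean plus 3 SD, limit set per campaign, cut at about 26% in these data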;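 note: 0% = LYPLA2 with DMSO and 100% = wells lacking LYPLA2 enzyme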
Target sequence (O95372 whole entry, looked up): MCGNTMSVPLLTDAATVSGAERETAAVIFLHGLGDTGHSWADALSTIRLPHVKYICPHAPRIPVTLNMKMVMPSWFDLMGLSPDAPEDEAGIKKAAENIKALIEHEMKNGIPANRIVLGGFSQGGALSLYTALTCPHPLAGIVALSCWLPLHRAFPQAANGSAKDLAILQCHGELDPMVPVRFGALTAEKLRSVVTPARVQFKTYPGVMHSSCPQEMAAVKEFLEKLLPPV
CTSL1 counter: counter-screen for PFM18AAP inhibitors: inhibitors of F. hepatica cathepsin L1; inhibition, % at 5.96 µM; 300,000 tested, 0.49% active; AID 1906; recombinant F. hepatica cathepsin L1, Z-Leu-Arg-MCA fluorescence;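 active = inhibition above the mean of all tested compounds plus 3 SD, set per screening campaign, cut at about 17% in these data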;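 note: 0% = plate median of test compound wells and 100% = 1 µM Z-Phe-Ala-diazomethylketone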
PP1 counter: blocks human PP1-alpha phosphatase, a PP5 counter-screen | P62136 | purified PP1alpha, OMFP fluorescence | inhibition, % at 6.7 µM | 320,000 tested, 0.9% active | AID 2235;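 active = inhibition above the mean inhibition of all tested compounds plus 3 SD, computed separately for each screening campaign, cut at about 15% in these data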
PP5 primary: blocks human protein phosphatase 5 activity; P53041; inhibition, % at 6.7 µM; 320,000 tested, 0.18% active; purified PP5c, OMFP substrate fluorescence;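 active = inhibition above the campaign's mean inhibition across all tested compounds plus 3 SD, cut at about 9.5% in these data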;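 note: 0% = DMSO only and 100% = 100 µM cantharidin control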
TPT1 inhibitor: blocks Candida albicans tRNA 2'-phosphotransferase. recombinant caTPT1, FP RNA substrate dephosphorylation. inhibition, % at 5 µM. 300,000 tested, 0.81% active. AID 1962;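 active = inhibition above the mean of all tested compounds plus 3 SD, set per screening campaign, cut at about 24% in these data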;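 note: plate controls were DMSO alone for no effect and ferristatin control at 100 nM for full effect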
HCV core dimer: HCV core protein dimerization inhibition; inhibition, % at 5 µM; TR-FRET GST/Flag-core106 dimerization, 1536-well; 300,000 tested, 0.33% active; AID 1899;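 active = inhibition above the mean of all tested compounds plus 3 SD, set per screening campaign, cut at about 45% in these data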
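Assay system: tagged HCV core106 pair (GST and Flag); medium: KF-containing HEPES buffer, pH 7.45, DTT, CHAPS, BSA; also added: Eu donor and XL665 acceptor anti-tag antibodies; dosing: 5 µM single dose; timing: compound-protein-antibody incubation 4 h at 22.5 °C; signal: TR-FRET 671 and 617 nm emission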
PREPL inhibitor: inhibitors of human prolyl oligopeptidase-like enzyme PREPL; inhibition, % at 5.96 µM; 320,000 tested, 0.68% active; Q4J6C6; recombinant PREPL, fluorescence polarization activity-based probe; in the data active = inhibition above about 43%;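 note: 0% = enzyme with DMSO and 100% = wells lacking enzyme; many of its hits are not listed in these tables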
Target sequence (Q4J6C6 whole entry, looked up): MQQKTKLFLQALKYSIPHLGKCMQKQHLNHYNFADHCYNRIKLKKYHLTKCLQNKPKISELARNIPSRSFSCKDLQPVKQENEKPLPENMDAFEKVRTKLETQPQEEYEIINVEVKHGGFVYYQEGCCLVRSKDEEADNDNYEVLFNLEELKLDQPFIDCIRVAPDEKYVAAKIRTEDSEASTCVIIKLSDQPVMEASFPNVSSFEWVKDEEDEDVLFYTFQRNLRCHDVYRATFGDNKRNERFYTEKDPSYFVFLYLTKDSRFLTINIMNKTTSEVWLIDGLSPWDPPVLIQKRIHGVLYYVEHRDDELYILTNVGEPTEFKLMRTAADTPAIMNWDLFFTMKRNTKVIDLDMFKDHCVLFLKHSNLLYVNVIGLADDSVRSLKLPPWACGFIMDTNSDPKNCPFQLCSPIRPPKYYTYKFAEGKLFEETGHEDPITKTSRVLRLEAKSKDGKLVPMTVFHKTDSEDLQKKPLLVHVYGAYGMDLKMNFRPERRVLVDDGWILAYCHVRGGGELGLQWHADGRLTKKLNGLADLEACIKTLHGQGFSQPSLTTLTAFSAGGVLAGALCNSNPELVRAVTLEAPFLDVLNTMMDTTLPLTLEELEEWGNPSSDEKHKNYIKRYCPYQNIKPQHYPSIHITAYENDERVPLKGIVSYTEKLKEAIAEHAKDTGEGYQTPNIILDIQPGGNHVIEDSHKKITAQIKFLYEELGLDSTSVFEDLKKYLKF
Efflux pump inh: inhibitors of Candida antifungal efflux pumps expressed in yeast; 330,000 tested, 0.44% active; AID 485275; inhibition, % at 10 µM; S. cerevisiae Candida pump triplex, Nile Red efflux;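 active = plate passing quality check with inhibition over a set limit, or well fluorescence over plate mean plus 4 SD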;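 note: Nile Red retained in pooled yeast measured as flow cytometry median fluorescence; 0% = buffer negative control and 100% = Enniatin B positive control; higher means more Nile Red kept so more efflux inhibition; some compounds called inactive have numbers as strong as hits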
* marks the source's active call; other numbers are inactive results; x = no result given. A portion of the library; the hit share may differ from the screen's.

SMILES	GASC-1 inh	LYPLA2 inh	CTSL1 counter	PP1 counter	PP5 primary	TPT1 inhibitor	HCV core dimer	PREPL inhibitor	Efflux pump inh
Cc1ccc(S(=O)(=O)N(C)C(C)CCc2ccco2)cc1 (stereo not given)	-3	3	x	5	1.0	x	x	-4	0.1
CC(C)Cn1nc(C(=O)Nc2cccc(C(=O)NC3CC3)c2)c2ccccc2c1=O	-9	1	x	-2	1.2	x	x	6	0.3
CCS(=O)(=O)CCSc1nc(C)cc(C)n1	4	4	-2	7	1.9	-7	-3	-1	0.1
CCOC(=O)C1=C(C)OC(N)=C(C#N)C1c1ccc(C)o1 (stereo not given)	5	0	0	4	1.8	1	2	-1	0.0
CNC(=O)CCSc1ccc(C)cc1	65	7	2	1	0.1	-1	-1	-5	-0.1
COCC(C)NC(=O)C1CC(=O)N(c2ccc(C)cc2)C1 (stereo not given)	-1	1	0	-5	1.6	5	-5	-6	0.2
CN(C)S(=O)(=O)n1cc(/C=C(\NC(=O)c2ccccc2)C(=O)N2CCCC2)c2ccccc21	3	1	-1	4	1.4	-4	13	-14	0.0
O=C(O)CN1C(c2ccccc2)=Nc2ccc(Br)cc2C1c1ccccc1 (stereo not given)	0	-8	1	-1	-0.1	1	-10	5	0.3
COc1ccc(NC(=O)CCn2c(=O)c3cccn3c3ccccc32)cc1	-3	1	5	-1	3.0	2	0	1	0.0
COC(=O)C1=C(C)Nc2c(c(=O)n(C)c(=O)n2C)C1c1ccc(C)cc1 (stereo not given)	-4	3	4	-6	-3.8	-3	2	9	-0.1
CCn1c(C)c(CCC(=O)O)c(=O)n2nc(-c3ccccc3OC)cc12	-16	5	4	0	-0.6	0	-3	9	-0.1
NC(=O)CSc1ccc(F)cc1	7	5	0	-3	0.2	0	3	2	0.1
COc1cc2ccccc2c2c1CCCC2=O	5	1	-2	1	-0.6	1	-6	-7	0.2
O=C1OCCC1Sc1nc2cc(Cl)ccc2n1Cc1ccccc1 (stereo not given)	-7	-8	4	0	-0.1	3	11	10	-0.1
COC(=O)c1ccc(Cl)cc1NC(=O)/C=C/c1ccc(C)o1	0	3	3	-3	-1.8	-1	3	-1	-0.4
N#C/C(=C/c1ccc([N+](=O)[O-])cc1)C(=O)Nc1ccccc1O	-5	-3	2	4	2.6	0	9	14	0.2
Cc1ccc(NC(=O)CSCC(=O)N=c2sccn2C)cc1	4	2	1	-3	-0.3	2	-5	-9	0.0
CC1(c2nnc(-c3ccncc3)o2)CC(c2cccnc2)=NO1 (stereo not given)	17	1	6	0	-1.4	-3	1	0	-0.1
COc1ccc(C)cc1S(=O)(=O)Nc1ccc(-n2c(C)nc3ccccc3c2=O)cc1	51	0	-2	-1	-1.2	3	0	-2	-0.1
O=C(Nc1ccc2c(c1)OCO2)N1CCN(S(=O)(=O)c2ccc(Cl)cc2)CC1	5	-3	-2	-2	0.7	-3	0	-23	-0.2
Cc1ccc(NC(=S)NCCc2ccc(F)cc2)c(C)c1	11	3	-1	1	2.5	-1	10	-8	-0.1
c1ccc(OCc2nn3c(-c4ccco4)nnc3s2)cc1	-1	10	-4	16*	0.1	1	5	9	0.1
CCn1cc(CN2CCCC(C(=O)Nc3cccc(-c4cc5ccccc5[nH]4)c3)C2)cn1 (stereo not given)	-14	0	0	6	1.2	4	-8	12	-0.1
COC(=O)c1cnn(-c2ccccc2)c1/C=N/NC(=S)Nc1ccccc1	-1	1	4	-5	2.9	-1	5	5	-0.1
CCOc1cc(CN2CCN(c3cccc(C(F)(F)F)c3)CC2)ccc1O	1	28*	3	2	3.5	-2	-6	-23	0.0
SMILES	GASC-1 inh	LYPLA2 inh	CTSL1 counter	PP1 counter	PP5 primary	TPT1 inhibitor	HCV core dimer	PREPL inhibitor	Efflux pump inh
CCCCc1cc(=O)oc2cc(C)cc(O)c12	4	1	-2	-1	-1.1	-4	5	-3	-0.1
COC(=O)c1ccccc1NC(=S)N(Cc1ccc2c(c1)OCO2)Cc1cc2ccc(C)cc2[nH]c1=O	-8	-25	-1	12	3.9	-1	6	-12	0.0
COCCn1c(SCCCC(=O)c2ccc(Br)cc2)nnc1-c1ccncc1	-7	-5	3	0	1.6	0	-2	11	-0.2
Cc1csc2nc(CNC(=O)C3CCCCC3)cn12	8	1	1	-1	1.9	-5	-12	11	-0.2
Fc1cccc(Cc2noc(CN3CCCCC3c3ccccn3)n2)c1 (stereo not given)	x	-2	3	-6	0.6	2	-1	5	0.1
O=C(c1nsc(Cl)c1Cl)N1CCCCC1	0	-3	0	13	0.7	1	0	8	-0.1
CCOC(=O)c1cnc(Nc2nc3ccccc3o2)nc1CSC(=S)N1CCCCC1	8	4	-2	1	2.3	-2	18	-6	-0.2
COc1ccc(N2CCN(C(=O)CN=C3NS(=O)(=O)C(c4ccc(C)cc4)=C3C)CC2)cc1	x	6	2	-3	2.1	-1	-2	8	0.1
CC(=O)Nc1ccccc1C(=O)C(=O)Nc1ccc(C)c(C)c1	87	3	-1	-7	1.8	-2	8	5	-0.1
COc1ccc2oc(C(=O)OCC(=O)N(CC(C)C)c3c(N)n(Cc4ccccc4)c(=O)[nH]c3=O)c(C)c2c1	-6	-3	1	5	-1.4	4	8	-11	0.1
O=C(Cc1ccc(F)cc1)Nc1c2c(nn1-c1cccc(Cl)c1)CS(=O)C2 (stereo not given)	7	3	-1	0	0.3	-2	-2	6	0.0
COc1ccc(Cc2nc3ccc(C(=O)NCCn4cccn4)cc3o2)cc1	-6	0	0	3	2.7	3	-1	0	0.0
COc1cccc(-c2c(C(=O)N/N=C/c3sccc3C)nnn2-c2nonc2N)c1	-6	3	2	1	0.2	-3	6	4	-0.1
Cc1ccc(C(=O)N2CC(C)SC2=Nc2cccc(S(=O)(=O)N(C)C)c2)cc1 (stereo not given)	-20	7	1	-1	1.6	-2	5	-3	0.0
Cc1cc2c(cc1S(=O)(=O)CCC(=O)NCc1ccccc1)OCC(=O)N2	-3	6	0	-1	-0.5	-3	19	-1	-0.1
Cc1cc(C(=O)CCC(=O)Nc2ncccc2C)c(C)s1	-2	-2	1	0	-0.3	5	9	3	-0.2
O=C(CN(c1ccc(Cl)c(C(F)(F)F)c1)S(=O)(=O)c1ccccc1)N/N=C/c1cccc2c1OCCO2	-11	-58	0	7	8.2	0	35	11	0.1
CC(CCc1ccccc1)NC(=O)CCNS(=O)(=O)c1ccccc1C(F)(F)F (stereo not given)	5	1	x	-2	-0.7	x	x	0	-0.3
C/C(CC(=O)Nc1ccc(C)c(Cl)c1)=N\NC(=O)c1ccco1	-3	-4	2	-1	-2.1	-3	-1	-17	0.1
CC(C)(C)NCC(O)CON=C1c2ccccc2-c2ccccc21 (stereo not given)	1	8	2	-2	0.7	-2	-6	-2	-0.3
O=C1CC(Nc2ccccc2)C(=O)N1c1ccc(N2CCOCC2)cc1 (stereo not given)	x	7	1	-2	-0.1	-7	5	5	0.0
CC1Cc2cc(C(=O)O)ccc2O1 (stereo not given)	3	-4	0	0	0.3	0	-3	11	0.1
O=C(NCCC1CCCCN1S(=O)(=O)c1cccs1)C(=O)Nc1cccc(F)c1 (stereo not given)	4	-1	2	0	-0.2	1	-1	-12	0.1
COc1ccc(OC)c(-c2csc(NC(=O)COC(=O)C3CC3)n2)c1	-3	1	x	-1	2.0	x	x	1	-0.5
C=CCn1c(=NC(=O)CC)n(C)c2ccccc21	3	-2	-2	-1	2.9	-1	0	0	0.0

Arranged by the number under TPT1 inhibitor (low to high): 5 of the compounds above.
Molecule | TPT1 inhibitor
CCCCc1cc(=O)oc2cc(C)cc(O)c12 | -4
C/C(CC(=O)Nc1ccc(C)c(Cl)c1)=N\NC(=O)c1ccco1 | -3
CC(=O)Nc1ccccc1C(=O)C(=O)Nc1ccc(C)c(C)c1 | -2
COCCn1c(SCCCC(=O)c2ccc(Br)cc2)nnc1-c1ccncc1 | 0
Cc1cc(C(=O)CCC(=O)Nc2ncccc2C)c(C)s1 | 5

Next structures.
SMILES	GASC-1 inh	LYPLA2 inh	CTSL1 counter	PP1 counter	PP5 primary	TPT1 inhibitor	HCV core dimer	PREPL inhibitor	Efflux pump inh
Cc1ccc(CNC(=O)Cn2ccc3cc(S(=O)(=O)N4CCCCCC4)ccc32)cc1	-23	3	-1	4	2.8	-2	10	14	-0.4
COC(=O)C1C(=O)c2c([nH]c(C(=O)OCCSC)c2C)CC1C (stereo not given)	12	-3	3	0	-0.4	-4	0	-3	-0.1
CC(C)(CNS(=O)(=O)c1ccc(Cl)cc1)N1CCCCC1	12	-1	-2	-1	-0.1	1	-5	-11	0.1
CCc1cccc(C)c1NC(=S)N(CCOC)C(C)c1ccco1 (stereo not given)	-1	1	0	-4	-0.8	-2	1	18	0.0
CCCC(C)C(=O)Nc1ccc(S(=O)(=O)Nc2nccs2)cc1 (stereo not given)	9	4	0	-1	3.7	-2	0	1	0.2
CCOC(=O)N1CCN(C(=O)/C=C/c2ccc([N+](=O)[O-])cc2)CC1	-1	7	3	-4	-2.8	-2	-2	5	-0.1
COc1ccc(OC)c(-n2nnnc2SCC(=O)Nc2cc(C)ccc2OC)c1	39	-1	-1	4	0.0	-4	3	3	0.0
COc1ccc(CCNC(=O)C2CCN(S(=O)(=O)c3cccc4nonc34)CC2)cc1OC	5	6	0	-3	3.7	0	-1	4	0.0
CCNC(=S)N(CCc1c(C)[nH]c2ccc(Cl)cc12)Cc1ccco1	8	-12	-2	2	0.5	0	-3	-1	-0.1
CCOC(=O)CC(NC(=O)Cn1nnc(-c2ccccc2F)n1)c1ccccc1Cl (stereo not given)	0	3	-1	0	-0.7	-5	-8	6	0.0

A different layout for part of the listing above:
Results follow in this order: GASC-1 inh, LYPLA2 inh, CTSL1 counter, PP1 counter, PP5 primary, TPT1 inhibitor, HCV core dimer, PREPL inhibitor, Efflux pump inh
CCOC(=O)CC(NC(=O)Cn1nnc(-c2ccccc2F)n1)c1ccccc1Cl (stereo not given)
    0, 3, -1, 0, -0.7, -5, -8, 6, 0.0
CCCC(C)C(=O)Nc1ccc(S(=O)(=O)Nc2nccs2)cc1 (stereo not given)
    9, 4, 0, -1, 3.7, -2, 0, 1, 0.2
CCc1cccc(C)c1NC(=S)N(CCOC)C(C)c1ccco1 (stereo not given)
    -1, 1, 0, -4, -0.8, -2, 1, 18, 0.0
COC(=O)C1C(=O)c2c([nH]c(C(=O)OCCSC)c2C)CC1C (stereo not given)
    12, -3, 3, 0, -0.4, -4, 0, -3, -0.1
Cc1ccc(CNC(=O)Cn2ccc3cc(S(=O)(=O)N4CCCCCC4)ccc32)cc1
    -23, 3, -1, 4, 2.8, -2, 10, 14, -0.4
CCOC(=O)N1CCN(C(=O)/C=C/c2ccc([N+](=O)[O-])cc2)CC1
    -1, 7, 3, -4, -2.8, -2, -2, 5, -0.1
